# G9a block – qHTS Assay for Inhibitors of Histone Lysine Methyltransferase G9a; Histone-lysine N-methyltransferase EHMT2 (Homo sapiens), Q96KQ7; G9a H3K9 monomethylation, AlphaScreen, 2 h; Potency, µM (series often up to 102 µM), without a hit: at the top dose activity, negative = inhibition, hits mostly inhibitors; 350,000 tested, 8.8% active; AID 504332, 2011; note: % is set by controls: 0 for no effect and ±100 for the full control effect; nearly all actives have a fitted effect of over 75% in size
#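 Using a bead-based AlphaScreen, monomethylated H3K9 product from 2 h room-temperature reactions (G9a 20 nM, peptide 500 nM, SAM 20 uM) was detected with 0.5 ug/mL rabbit anti-H3K9me1 antibody.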
# HP1b chromo inh – HTS for Inhibitors of HP1-beta Chromodomain Interactions with Methylated Histone Tails. Chromobox protein homolog 1 (Homo sapiens), P83916. AlphaScreen HP1-beta / biotin-H3K9me3 peptide binding. Potency, µM (doses to about 114 µM), for the others: at the top dose activity change, negative = inhibition, most hits filed as inhibitors. 390,000 tested, 0.56% active. AID 540317, 2011; note: nearly all actives have a fitted effect of over 70% in size; inactives centre near 23
#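 HP1-beta protein (50 nM final) preincubated 30 min at room temperature with biotinylated H3(1-18)K9me3 peptide (50 nM) in PBS pH 7.4, 0.01% Tween-20, then compound added for 30 min. AlphaScreen streptavidin donor/nickel chelate acceptor beads (10 ug/mL final), 30 min dark, luminescence read.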
# Pol iota inh – qHTS for Inhibitors of Polymerase Iota | 390,000 tested, 1% active | Potency, µM (doses to about 115 µM), without a hit: top-dose activity, negative = inhibition, most hits filed as inhibitors | Pol iota fluorescent replication assay, 10 min | DNA polymerase iota (Homo sapiens), Q9UNA4 | AID 588590, 2011
#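 Fluorescent replication assay read twice, at 0 min and 10 min after adding 50 nM (final) substrate. Enzyme (10 nM) and compounds were first incubated 15 min at room temperature; enzyme-free buffer wells were negative controls.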
# JMJD2A Tudor inh – qHTS Assay for Inhibitors of JMJD2A-Tudor Domain | Lysine-specific demethylase 4A (Homo sapiens), O75164 | AlphaScreen JMJD2A-Tudor / H3K4me3 peptide binding | Potency, µM (highest dose often 114 µM), for inactives: at the highest dose activity change, negative = inhibition, hits mostly inhibitors | 390,000 tested, 4.4% active; note: % is set by controls: 0 for no effect and ±100 for the full control effect; nearly all actives have a fitted effect of over 50% in size
# GLS inhibitor – qHTS for Inhibitors of Glutaminase (GLS); Potency, µM (titrated, usually from 45.5 µM), without a hit: at the highest dose activity change, negative = inhibition, usual class: inhibitors; 410,000 tested, 0.21% active; GLS enzymatic activity, qHTS titration; note: % is set by controls: 0 for no effect and ±100 for the full control effect
#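 Enzyme dispensed in phosphate buffer (45 mM, pH 8.2, 0.02% Tween-20), compounds pinned in, then 1 mM L-glutamine solution and the glutamate oxidase–HRP–Amplex Red mix added; fluorescence read immediately and again after 30 min at room temperature.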
# Pin1 inhibitor – qHTS Assay to Find Inhibitors of Pin1; Peptidyl-prolyl cis-trans isomerase NIMA-interacting 1 (Homo sapiens), Q13526; Pin1 FP peptide displacement, HiFluor488, 10 min; Potency, µM (series often up to 115 µM), for the others: at the top dose activity, negative = inhibition, most hits filed as inhibitors; 390,000 tested, 0.009% active; active = well fitted inhibition curve with a large enough effect in the polarisation, with a control signal flat, not every such curve was filed as active; inconclusive = small, poorly fitted or top-dose-only effect, or effect the other way, or a change in a side signal; inactive = no such curve, though single readings can be large or run the other way; the % refers to the polarisation; note: % is set by controls: 0 for no effect and ±100 for the full control effect
# BLM helicase inh – qHTS Assay for Inhibitors of Bloom's syndrome helicase (BLM); RecQ-like DNA helicase BLM (Homo sapiens), P54132; Potency, µM (highest dose often 56.1 µM), for inactives: top-dose activity change, negative = inhibition, hits mostly inhibitors; recombinant BLM DNA unwinding, fluorescence dequenching; 350,000 tested, 0.2% active;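 note: plate controls were vehicle for no effect and no enzyme for full effect; nearly all actives have a fitted effect of over 35% in size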
# Tb PGK inh – qHTS Assay to Find Inhibitors of Phosphoglycerate Kinase; 380,000 tested, 0.043% active; Potency, µM (series often up to 57.5 µM), without a hit: at the top dose activity change, negative = inhibition, hits mostly inhibitors; PGK/GAPDH coupled, Kinase-Glo luminescence, 60 min; AID 602233, 2012; note: % is set by controls: 0 for no effect and ±100 for the full control effect; nearly all actives have a fitted effect of over 60% in size
#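 Luminescent ATP detection (Kinase-Glo Plus) follows a 60-minute room-temperature incubation, with wells lacking PGK as controls. Buffer: 100 mM TEA (pH 7.6), 5 mM MgCl2, 0.01% Tween-20. Coupling enzyme GAPDH (100 nM final) supplies unstable 1,3-BPG in-well.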
# BAZ2B inh – qHTS Assay for Inhibitors of BAZ2B. Bromodomain adjacent to zinc finger domain protein 2B (Homo sapiens), Q9UIF8. AlphaScreen BAZ2B-H3K14Ac peptide displacement. Potency, µM (titrated, usually from 114 µM), inactives show at the highest dose activity change, negative = inhibition, most hits filed as inhibitors. 360,000 tested, 4.4% active. AID 504333, 2011; note: % is set by controls: 0 for no effect and ±100 for the full control effect; nearly all actives have a fitted effect of over 60% in size
# Target sequence (Q9UIF8 whole entry, looked up, the tested form may be a part): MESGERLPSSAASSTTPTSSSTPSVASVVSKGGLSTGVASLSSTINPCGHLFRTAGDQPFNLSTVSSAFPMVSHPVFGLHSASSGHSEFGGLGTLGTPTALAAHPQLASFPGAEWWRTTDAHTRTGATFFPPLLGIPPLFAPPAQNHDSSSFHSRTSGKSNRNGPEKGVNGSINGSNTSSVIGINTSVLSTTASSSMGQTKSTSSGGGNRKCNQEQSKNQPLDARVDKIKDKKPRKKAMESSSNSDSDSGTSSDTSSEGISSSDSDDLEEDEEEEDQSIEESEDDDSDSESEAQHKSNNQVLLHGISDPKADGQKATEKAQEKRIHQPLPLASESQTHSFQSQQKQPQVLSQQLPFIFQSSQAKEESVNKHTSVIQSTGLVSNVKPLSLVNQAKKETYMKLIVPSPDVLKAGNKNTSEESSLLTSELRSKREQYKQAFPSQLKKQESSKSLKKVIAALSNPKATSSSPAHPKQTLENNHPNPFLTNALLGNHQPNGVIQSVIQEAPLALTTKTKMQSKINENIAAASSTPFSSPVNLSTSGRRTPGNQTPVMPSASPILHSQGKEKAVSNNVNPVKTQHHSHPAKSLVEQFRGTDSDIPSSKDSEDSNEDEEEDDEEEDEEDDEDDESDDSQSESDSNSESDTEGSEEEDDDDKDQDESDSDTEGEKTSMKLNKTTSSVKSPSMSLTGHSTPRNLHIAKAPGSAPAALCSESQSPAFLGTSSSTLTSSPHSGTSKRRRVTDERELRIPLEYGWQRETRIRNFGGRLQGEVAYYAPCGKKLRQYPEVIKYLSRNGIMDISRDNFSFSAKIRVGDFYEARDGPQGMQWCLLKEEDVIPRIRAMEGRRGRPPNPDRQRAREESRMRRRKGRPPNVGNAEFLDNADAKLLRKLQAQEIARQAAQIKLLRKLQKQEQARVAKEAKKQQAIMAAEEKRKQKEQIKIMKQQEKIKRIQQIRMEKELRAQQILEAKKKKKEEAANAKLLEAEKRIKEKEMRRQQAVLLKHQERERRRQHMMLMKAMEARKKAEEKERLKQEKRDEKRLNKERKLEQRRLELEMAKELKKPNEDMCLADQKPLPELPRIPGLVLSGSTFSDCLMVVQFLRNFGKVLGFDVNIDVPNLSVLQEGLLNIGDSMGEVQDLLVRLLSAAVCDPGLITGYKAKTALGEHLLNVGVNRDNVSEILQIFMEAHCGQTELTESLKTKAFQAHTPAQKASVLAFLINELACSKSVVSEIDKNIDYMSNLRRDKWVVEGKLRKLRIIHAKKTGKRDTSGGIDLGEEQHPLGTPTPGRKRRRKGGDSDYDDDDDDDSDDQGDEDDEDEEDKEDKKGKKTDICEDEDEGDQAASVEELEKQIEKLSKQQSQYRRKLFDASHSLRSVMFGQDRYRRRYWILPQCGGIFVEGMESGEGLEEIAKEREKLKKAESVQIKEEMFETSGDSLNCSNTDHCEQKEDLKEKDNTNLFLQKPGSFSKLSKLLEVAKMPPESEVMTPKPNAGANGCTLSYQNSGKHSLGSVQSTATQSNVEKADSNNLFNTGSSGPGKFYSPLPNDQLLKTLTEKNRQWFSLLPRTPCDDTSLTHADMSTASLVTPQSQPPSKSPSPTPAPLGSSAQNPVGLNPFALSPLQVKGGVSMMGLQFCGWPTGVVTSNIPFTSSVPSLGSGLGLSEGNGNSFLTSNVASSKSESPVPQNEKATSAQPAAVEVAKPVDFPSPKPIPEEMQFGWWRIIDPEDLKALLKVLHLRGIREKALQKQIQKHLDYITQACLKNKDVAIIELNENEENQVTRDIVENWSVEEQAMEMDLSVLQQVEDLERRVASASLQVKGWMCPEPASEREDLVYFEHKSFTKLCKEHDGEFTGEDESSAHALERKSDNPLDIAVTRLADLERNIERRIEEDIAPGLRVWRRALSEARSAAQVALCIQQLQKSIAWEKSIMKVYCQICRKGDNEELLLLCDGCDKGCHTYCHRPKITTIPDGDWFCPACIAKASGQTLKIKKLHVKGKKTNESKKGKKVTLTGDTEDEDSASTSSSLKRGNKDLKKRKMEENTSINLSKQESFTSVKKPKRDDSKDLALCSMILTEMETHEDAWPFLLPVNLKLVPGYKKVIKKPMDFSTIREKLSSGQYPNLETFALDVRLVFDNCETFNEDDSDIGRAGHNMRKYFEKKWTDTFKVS
#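 Protein-peptide AlphaScreen: BAZ2B 50 nM, b-H3K14Ac 50 nM, 1x PBS pH 7.4 + 0.01% Tween-20. Preincubation 30 min RT; cpd 30 min RT (top 110 uM); beads 20 min RT, light-protected.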
# An asterisk follows results filed as active; i = inactive; u = inconclusive; x = no result given; & = joins results of further samples; [ ] = remark or other dose. Unless noted, calls come from the whole dose curve; as a rule, active = well fitted curve in the direction sought with a large enough effect; inconclusive = small, poorly fitted or top-dose-only effect, or another doubt; inactive = no such curve, though single readings can be large; an effect the other way counts as inactive or inconclusive. Potency is the fitted concentration of half-maximal effect. These rows are one share of the data, so the mix of outcomes need not match the whole.
SMILES,G9a block,HP1b chromo inh,Pol iota inh,JMJD2A Tudor inh,GLS inhibitor,Pin1 inhibitor,BLM helicase inh,Tb PGK inh,BAZ2B inh
COc1ccc(C(C(=O)NCC2CCCO2)N(C(=O)c2snc(C(N)=O)c2N)c2ccccc2C)cc1OC (stereo unspecified),8%[59 µM],19%,48%[activator],-8%,-3%,-1%,-6%,-3%,-6%
Cc1cccc(-n2ncc(C(=O)NC3CCCC3)c2C2CCN(C(=O)OC(C)(C)C)CC2)c1,21%,23%,31%[activator],-11%,5%,2%,-3%,4%,-4%
COC(=O)Cc1csc(/N=C/c2c(O)n(-c3cccc(C(F)(F)F)c3)c(=O)c3ccccc23)n1,-44%,21%,48%[activator],5%,-3%,1%,-4%,i,-2%
CC1(c2ccc(Cl)cc2)NC(=O)CS1 (stereo unspecified),49%,0%,47%[activator],-8%,8%,-7%,3%,7%,-1%
Cc1cc(C)nc(NS(=O)(=O)c2ccc(NC(=O)c3ccc(N4C(=O)CCC4=O)cc3)cc2)n1,-46%[59 µM],38%,-18%,-14%,1%,12%,1%,-2%,-2%
COc1cc(/C=C/C(=O)OCC(=O)N2CCCC2)cc(OC)c1OC,5%[12.7 µM],45%[activator],4%,6%,-2%,0%,x,-9%,-1%
Cc1nn(C)c(C)c1CN(Cc1nc(-c2ccc(F)cc2F)oc1C)C1CC1,x,28%,4%,-18%,6%,4%,-5%,6%,u
O=C(Cn1nnc(-c2ccc(Cl)cc2)n1)N1CCN(C(=O)c2ccco2)CC1,24%[12.7 µM],43%[activator],28%,-1%,-1%,1%,x,8%,12%
CCCCN(Cc1ccccc1)S(=O)(=O)c1ccc2c(c1)n(C)c(=O)c(=O)n2C,-4%,6%,-14%,-10%,2%,-7%,3%,-4%,-9%
COc1ccc(C(=O)NC(=O)CSc2nc3nc(C)cc(C)n3n2)cc1,x,29%,14%,-12%,0%,6%,x,-9%,x
CCOc1ccccc1CNC(=O)CCn1c(=O)c2cccn2c2ccc(F)cc21,4%[59 µM],78%[activator],-3%,3%,1%,-12%,-2%,-2%,5%
CCN(CC)S(=O)(=O)c1ccc(N/N=C(\C)c2cccnc2)nc1,31%,45%[activator],u,-1%,1%,0%,-1%,-7%,2%
O=C(Nc1ccc2c(c1)C(=O)N(c1ccccc1)C2=O)c1cccs1,6%,17%,6%,-9%,-2%,12%,-7%,-3%,1%
COC(=O)c1ccccc1Sc1ncnc2onc(C)c12,-3%,-7%,31%[activator],2%,-5%,-2%,0%,-3%,-6%
CCOC(=O)N(CC)OC(=O)Nc1ccc(Cl)cc1,24%[12.7 µM],-9%,11%,-19%,54%[activator],-14%,-4%,-1%,-6%
CS(=O)(=O)N1CCN=C1SCc1ccc([N+](=O)[O-])cc1,-32%,27%,55%[activator],7%,11%,2%,0%,8%,x
O=C1CCCN2N=C(SCC(=O)Nc3ccc([N+](=O)[O-])cc3)SC2=N1,12%,1%,151%[activator],56µM*,-9%,-58%,-5%,-6%,-6%
CCS(=O)(=O)Nc1ccc(C2=NN(C(=O)c3ccccc3)C(c3cccs3)C2)cc1 (stereo unspecified),28µM*,34%,-9%,-22%,0%,9%,-7%,-8%,79µM*
COc1ccccc1C=CC(=O)C=Cc1ccccc1OC,x,0%,u,-28%,8%,3%,x,1%,x
COc1cc(C2C(C(=O)c3cccs3)=C(O)C(=O)N2CCN2CCOCC2)ccc1OCCC(C)C (stereo unspecified),x,28%,-4%,-17%,16%,1%,x,2%,x
O=C(c1ccc2c3c(cccc13)CC2)C1CCCN(C(=O)c2ccc[n+]([O-])c2)C1 (stereo unspecified),-23%,69%[activator],72%[activator],-24%,1%,-7%,1%,-4%,-17%
CCS(=O)(=O)Nc1cccc(-c2ccc3nnc(-c4cccnc4)n3n2)c1,-4%[59 µM],13%,6%,-23%,0%,0%,2%,0%,-22%
O=C(O)C(Cc1ccccc1)N1Cc2ccccc2C1=O (stereo unspecified),21%[59 µM],53%[activator],5%,-2%,0%,-8%,-1%,3%,-5%
COc1ccc(C(C)(C)C)cc1NC(=O)CCn1[nH]c(=O)ccc1=O,x,39%[activator],3%,-4%,-2%,4%,x,i,x
CC1CCN(C(=O)Cn2cc(SCC(=O)NCc3ccccc3)c3ccccc32)CC1,-8%[59 µM],27%,-5%,-21%,0%,8%,3%,2%,-34%
C=C1C(=O)OC2CC1C(O)CC(C)=CCCC(C)=CC(O)CC2C (stereo unspecified),x,39%,u,-10%,2%,4%,x,3%,x
Cc1noc(C)c1COC(=O)c1ccccc1Oc1ccccc1,33%,113%,-14%,66%[activator],1%,-5%,-11%,4%,88%[activator]
CS(=O)(=O)N(CC(=O)NCCSCc1ccccc1)c1ccccc1,11%,22%,10%,-13%,7%,-4%,-10%,12%,11%
O=C(NCCCN1CCN(c2cccc(Cl)c2)CC1)c1ccc2nc(Cc3ccccc3)oc2c1,u,-11%[57 µM],2%,u,15%,2%,-3%,-7%,u
O=C(c1ccc2c(c1)N(Cc1ccccc1)CCS2)N1CCOCC1,-3%,4%[57 µM],-14%,-20%,6%,1%,0%,6%,-25%

# Of the compounds above, these contain an aryl thioether with sulfur outside any ring:
SMILES,G9a block,HP1b chromo inh,Pol iota inh,JMJD2A Tudor inh,GLS inhibitor,Pin1 inhibitor,BLM helicase inh,Tb PGK inh,BAZ2B inh
COc1ccc(C(=O)NC(=O)CSc2nc3nc(C)cc(C)n3n2)cc1,x,29%,14%,-12%,0%,6%,x,-9%,x
COC(=O)c1ccccc1Sc1ncnc2onc(C)c12,-3%,-7%,31%[activator],2%,-5%,-2%,0%,-3%,-6%
CC1CCN(C(=O)Cn2cc(SCC(=O)NCc3ccccc3)c3ccccc32)CC1,-8%[59 µM],27%,-5%,-21%,0%,8%,3%,2%,-34%

# Other compounds.
SMILES,G9a block,HP1b chromo inh,Pol iota inh,JMJD2A Tudor inh,GLS inhibitor,Pin1 inhibitor,BLM helicase inh,Tb PGK inh,BAZ2B inh
COc1ccc(-c2cc(C(=O)N3CCN(C(c4ccccc4)c4ccccc4)CC3)no2)cc1,x,22%,23%,-24%,-5%,29%,-2%,-6%,-7%
CCOc1ccc(CN(C(=O)c2cccs2)C2CCS(=O)(=O)C2)cc1 (stereo unspecified),9%,27%,22%,-12%,2%,-5%,-5%,-1%,-10%
COc1cccc(-c2c(C(=O)N/N=C/c3ccsc3)nnn2-c2nonc2N)c1,47%[activator],37%,-11%,-4%,-10%,3%,1%,-4%,u
COc1cccc(-c2nc(CS(=O)(=O)CC(=O)NCCC(C)C)c(C)o2)c1,1%[59 µM],10%,-30%,-7%,-1%,2%,2%,-3%,-3%
CC(=O)c1sc(NC(=O)c2ccccc2F)nc1-c1ccccc1,-26%,25%,63%[activator],-8%,22%,4%,0%,11%,-2%
O=C(Nc1ccccc1)N1CCC(C(=O)N2CCCC(C(F)(F)F)C2)CC1 (stereo unspecified),40%,7%,23%,-10%,1%,-12%,-1%,-3%,-18%
COc1ccc(C/C(N)=N/OC(=O)c2ccco2)cc1OC,-1%,-6%,132%[activator],45µM*,2%,-4%,-4%,4%,1%
CCCN(CCC)CCCNC(=O)c1cn(CC)c2ccc(S(=O)(=O)N3CCc4ccccc4C3)cc2c1=O,-11%,24%&2%,4%&-16%,-8%&-27%,3%&-9%,-2%&-2%,-4%&-13%,3%,-4%
COc1ccc(CNC(=O)c2ccc(N3CCCC3)c(NC(=O)NCc3ccc(F)cc3)c2)cc1,u,3%,25%,u,-3%,-8%,2%,-1%,-24%
O=C(Nc1ccc2c(c1)OCCO2)C1CCN(S(=O)(=O)c2ccc3c(c2)OCCO3)CC1,4%[59 µM],4%,16%,-21%,-5%,2%,-5%,-4%,1%
CCOc1ccc(NC(=O)/C(C=Nc2ccccc2)=C(\C)O)cc1,45µM*,-15%,158%[activator],u,-22%,8%,-5%,1%,-15%
CCCCC1(C(=O)OCC)NC(c2ccc(O)cc2)C2C(=O)N(c3ccccc3)C(=O)C21 (stereo unspecified),x,8%,12%,28µM*,u,-1%,-4%,-8%,1%
CCc1cccc(C)c1NC(=S)N1CCCC1C(=O)O (stereo unspecified),1%[59 µM],49%[activator],27%,1%,-3%,3%,2%,i,8%
COc1ccc(-c2cc3c(=O)n(CC(=O)Nc4ccccc4C(F)(F)F)ccn3n2)cc1OC,-3%[12.7 µM],46%[activator],7%,-6%,-20%,5%,-1%,x,-11%
CCN1CCN(C(=O)c2cc(S(=O)(=O)Nc3ccc(S(C)(=O)=O)cc3)ccc2Cl)CC1,50µM*,26%,69%[activator],-8%,-6%,3%,0%,i,-23%
COc1ccccc1NC(=O)C1=C(C)Nc2nc(SC)nn2C1c1ccccc1Cl (stereo unspecified),-2%[59 µM],30%,28%,-11%,13%,2%,-3%,8%,-13%
CCCCCC(=O)Nc1ccc(C(=O)COC(=O)CN2C(=O)NC3(CCCC3)C2=O)cc1,-8%,22%,49%[activator],-9%,1%,17%,x,i,10%
CC(C)CCOc1ccc(C2(C)NC(=O)NC2=O)cc1 (stereo unspecified),-1%,23%,25%,-11%,-7%,1%,-5%,-5%,-23%
O=C(c1cc(C2CC2)nn1-c1ccccc1)N1CCN(S(=O)(=O)c2c(F)cccc2F)CC1,5%[12.7 µM],27%,-6%,-22%,5%,8%,x,1%,-25%
COc1ccc(-c2nc3c4ccccc4n(CC(=O)N4CCN(c5ccc(F)cc5)CC4)c(=O)n3n2)cc1,-3%[59 µM],71%[activator],10%,-12%,-3%,0%,-2%,-9%,15%
